MKP-3 inhibition = MKP-3 phosphatase inhibitors, primary screen, biochemical, rat enzyme, in vitro (AID 425); 110,000 tested, 0.17% active; inhibition, % at 20 µM; hits with a dose series show IC50 in µM; recombinant MKP-3 phosphatase activity, fluorescence; higher % means a stronger effect; in the data active = inhibition above about 50%;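 also: plate controls were vehicle for no effect and reference inhibitor for full effect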
Hsp70 displacement = small molecules displacing fluorescent ligand from Hsp70 – biochemical, fluorescence polarization, primary screen (AID 583); 140,000 tested, 0.06% active; Hsp70 fluorescence polarization probe displacement, mP; higher % means a stronger effect; displacement, % at 20 µM; hits with a dose series show IC50 in µM; in the data active = displacement above about 50%;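 also: plate controls were vehicle for no effect and reference ligand for full effect; a part of the inactive calls stands beside numbers as strong as those of hits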
Starred values were filed as active, the others as inactive; / = no result given.

Molecule	MKP-3 inhibition	Hsp70 displacement
CCCCCNc1nc(NCCCO)c(C#N)c2c1CN(C)CC2	/	-1.0%
CCOc1ccccc1Nc1nnc(C)c(=O)[nH]1	2%	-0.3%
O=c1c2[nH]c3ccc(Br)cc3c2ncn1CCCn1ccnc1	-10%	-2.0%
COc1cc(C(=O)N2CCC(n3cnc4cc(F)ccc43)CC2)cc(OC)c1OC	4%	3.7%
CSCCC1NC2(C(=O)Nc3ccc(Cl)cc32)[C@@H]2C(=O)N(C3CCCC3)C(=O)[C@H]12 (some centres not stated)	-3%	2.5%
CSc1nsc(NC(=O)Cc2ccccc2)n1	2%	0.8%
O=C(CCC(=O)c1ccc(F)cc1)Nc1cccnc1	/	1.3%
c1coc(CNc2ncnc3ccccc23)c1	-4%	4.2%
Clc1ccc(-n2nnnc2SCc2cn3ccccc3n2)cc1	/	-4.1%
c1ccc(COc2ccc(Oc3nc(N4CCCCC4)nc(N4CCOCC4)n3)nn2)cc1	1%	2.0%
CCOc1ccc2nc(NC(=O)c3ccc(S(=O)(=O)N4CCOCC4)cc3)sc2c1	7%	5.2%
CC(=O)OC1c2c(ccc3ccc(=O)oc23)OC(C)(C)C1OC(=O)CC(C)C (configuration not stated)	-10%	-4.3%
COc1ccc(C2NC(=O)CS2)cc1 (configuration not stated)	/	-1.9%
O=C(NCc1ccccc1)C1CC(=O)N(c2ccc(OCC(=O)N3CCCC3)cc2)C1 (configuration not stated)	/	-0.7%
COc1cc(/C=C/c2nc3ccccc3c(=O)[nH]2)ccc1O	0%	3.0%
CCOC(=O)C1=C(O)/C(=C/c2cccc([N+](=O)[O-])c2)N=C1C	2%	2.9%
Cn1c(COc2ccccc2)nnc1SCCN1CCOCC1	3%	0.3%
O=C(NCCN1CCOCC1)c1ccc(CS(=O)(=O)c2c(Cl)cccc2Cl)o1	-1%	-1.8%
CCNC(=O)c1c(O)c2ccccc2[nH]c1=O	-12%	-5.9%
Cc1cc(C)nc(SCC(=O)N2c3ccccc3CCc3ccccc32)n1	2%	-0.2%
Cc1ccc(Cn2c(=N)n(CC(O)c3ccco3)c3ccccc32)cc1 (configuration not stated)	-4%	-4.1%
COc1ccc(N(CC(=O)Nc2cc(C)cc(C)c2)S(C)(=O)=O)cc1Cl	1%	0.3%
COc1ccc(Cl)cc1NC(=O)C1=C(C)NC(=O)NC1c1ccccc1Br (configuration not stated)	2%	-1.1%
COC(=O)C1=C(C)NC(=O)/C1=C\c1ccc(OC)cc1	0%	0.9%
CCOc1ccc(C(CC(=O)O)NC(=O)COc2ccccc2)cc1 (configuration not stated)	-9%	1.3%
Cc1cc(=O)[nH]c(SCC(=O)NCc2ccco2)n1	3%	6.6%
O=C(C1CCCN(Cc2cccnc2)C1)N1CCCCC1 (configuration not stated)	-8%	/
Fc1cc(F)c2nc(N3CCCCC3)sc2c1	-3%	-1.8%
CC(C)c1ccc(-c2c(C#N)c(N)nc(SCC(=O)N3CCCCCC3)c2C#N)cc1	/	-3.3%
Cc1ccc(N2C(=O)[C@@H]3[C@H](C2=O)[C@H]2C=CC=NN2[C@@H]3C(=O)Nc2ccc(Cl)cc2)cc1	/	2.1%
COc1ccc(Cl)cc1C(=O)Nc1cc(C)on1	4%	-2.8%
O=[N+]([O-])c1ccccc1NCCNS(=O)(=O)c1ccc(Cl)cc1	-2%	1.9%
CNS(=O)(=O)c1cccc(C(=O)OCC(=O)C23CC4CC(CC(C4)C2)C3)c1	/	-6.2%
Cc1nc2ccc(C(=O)O)cc2c2c1CC(C)O2 (configuration not stated)	4%	5.4%
N#Cc1nc(-c2ccco2)oc1N1CCc2ccccc2C1	-2%	-1.0%
CC(O)Cn1c2ccc(Cl)cc2c2cc(Cl)ccc21 (configuration not stated)	3%	-2.0%
COc1ccc(C)cc1S(=O)(=O)NC1CCCCC1	-10%	3.8%
COC(=O)c1c(NC(=O)c2ccc(C)cc2)sc2c1CCCCC2	1%	-0.9%
Cc1ccc(C)c(NC(=O)c2cccc(Cl)c2)c1	-2%	5.9%
Cc1ccc(N(CC(=O)Nc2cccc(C(F)(F)F)c2)S(=O)(=O)c2ccc(F)cc2)cc1	2%	2.0%
Cc1ccc(-n2c(N)c(C(=O)N3CCOCC3)sc2=S)cc1	3%	7.8%
Cc1cc(Br)ccc1NC(=O)Cn1cnc2c1c(=O)n(C)c(=O)n2C	1%	-1.2%
COc1ccc(N/C(=N\c2nc(C)cc(C)n2)NC(C)=O)cc1OC	-8%	-0.1%
COCCN1C(=O)C(=O)/C(=C(/O)c2ccccc2)C1c1ccc(OC)cc1OC (configuration not stated)	1%	-5.7%
CC(=O)C(Cc1ccccc1)S(=O)(=O)c1ccc([N+](=O)[O-])cc1 (configuration not stated)	0%	-2.7%
CC(C)CC(=O)NC(NC(=S)Nc1ccccc1Br)C(Cl)(Cl)Cl (configuration not stated)	1%	-5.5%
O=C(Nc1cccnc1)c1cccc(S(=O)(=O)N2CCCCC2)c1	-1%	4.2%
O=C(Cc1ccc(F)cc1)NCCc1ccc(F)cc1	/	4.8%
CCOc1ccc(NS(=O)(=O)c2ccc3c(c2)oc(=O)n3C)cc1	-16%	-0.2%
CC(C)c1cc(C(=O)O)on1	-8%	-5.1%
O=c1oc(-c2ccco2)nc2sc3c(c12)CCCC3	/	-2.6%
CN(C)/C=C1\C(=O)N/C(=C/c2ccc(Br)cc2)C1=O	2%	1.8%
O=C(O)c1ccccc1C(=O)NCC(O)COCC1CC=CCC1 (configuration not stated)	0%	3.5%
CCOC(=O)N1CCN(C(=O)c2ccc3c(c2)sc2nc(-c4ccc(OC)cc4)cn23)CC1	3%	/
CCN(CC)c1nc(N)c2c(N)nc3c(c2c1C#N)CC(c1ccccc1)O3 (configuration not stated)	-11%	0.5%
COc1ccc(N2C(N)=C(C#N)C(c3cccnc3)C3=C2CC(C)(C)CC3=O)cc1 (configuration not stated)	7%	2.7%

13 compounds already listed, sorted by molar mass, smallest number first.
Molecule	MKP-3 inhibition	Hsp70 displacement
CC(C)c1cc(C(=O)O)on1	-8%	-5.1%
O=c1oc(-c2ccco2)nc2sc3c(c12)CCCC3	/	-2.6%
O=C(Cc1ccc(F)cc1)NCCc1ccc(F)cc1	/	4.8%
CN(C)/C=C1\C(=O)N/C(=C/c2ccc(Br)cc2)C1=O	2%	1.8%
O=C(O)c1ccccc1C(=O)NCC(O)COCC1CC=CCC1 (configuration not stated)	0%	3.5%
O=C(Nc1cccnc1)c1cccc(S(=O)(=O)N2CCCCC2)c1	-1%	4.2%
CCOc1ccc(NS(=O)(=O)c2ccc3c(c2)oc(=O)n3C)cc1	-16%	-0.2%
CCN(CC)c1nc(N)c2c(N)nc3c(c2c1C#N)CC(c1ccccc1)O3 (configuration not stated)	-11%	0.5%
COCCN1C(=O)C(=O)/C(=C(/O)c2ccccc2)C1c1ccc(OC)cc1OC (configuration not stated)	1%	-5.7%
COc1ccc(N2C(N)=C(C#N)C(c3cccnc3)C3=C2CC(C)(C)CC3=O)cc1 (configuration not stated)	7%	2.7%
Cc1cc(Br)ccc1NC(=O)Cn1cnc2c1c(=O)n(C)c(=O)n2C	1%	-1.2%
CC(C)CC(=O)NC(NC(=S)Nc1ccccc1Br)C(Cl)(Cl)Cl (configuration not stated)	1%	-5.5%
CCOC(=O)N1CCN(C(=O)c2ccc3c(c2)sc2nc(-c4ccc(OC)cc4)cn23)CC1	3%	/

Next part:
Molecule	MKP-3 inhibition	Hsp70 displacement
COc1cc2c(cc1OC)-c1cc(OCCN3CCOCC3)nc(=O)n1CC2	4%	-14%
O=C(COc1ccc(Cl)cc1)N1CCN(C(=O)c2ccncc2)CC1	4%	-3.8%
Cc1cc(NS(=O)(=O)c2ccc(NC(=O)CCN3C(=O)c4ccccc4C3=O)cc2)no1	-5%	-0.8%
COC(=O)c1ccc(C(=O)OC)c(NC(=O)CCc2ccc(C)o2)c1	-4%	-4.9%
O=C(NCCCNC(=O)Nc1ccccc1)Nc1ccccc1	-2%	0.9%
Cc1cc(C)nc(NC(=O)NS(=O)(=O)N2CCCCCC2)n1	-5%	-2.4%
O=C(c1ccc(CN2CCOCC2)cc1)N1CCN(c2ccccc2)CC1	/	-4.8%
COc1ccccc1N1CCN(C(=O)c2ccc(OC)c([N+](=O)[O-])c2)CC1	5%	-3.4%
CN(C)c1ccc(CC2(CC(=O)c3ccccc3)C(=O)c3ccccc3C2=O)cc1	2%	5.6%
O=C(Nc1ccc(Cl)cc1)Nc1ccccc1C(=O)NCc1ccco1	-1%	/
COc1cc(NS(=O)(=O)c2cccc3nsnc23)cc(OC)c1	/	3.1%
Cc1cc(Br)cc2c1NC(=O)C21OCCO1	0%	-3.9%
CCOCC(O)CS(=O)(=O)c1ccccn1 (configuration not stated)	-8%	-2.0%
Cc1cc(Cl)c(S(=O)(=O)N2CCN(c3cccc(C)c3C)CC2)cc1OCC(N)=O	/	1.1%
COc1ccc(OC)c(NC(=O)CSc2nc3ccccc3o2)c1	-1%	6.8%
C#Cc1cccc(NC(=O)c2ccc(-c3ccccc3)cc2)c1	1%	-1.8%
COC(=O)c1ccc(COC(=O)c2[nH]c(C)c(C(C)=O)c2C)o1	-5%	1.0%
CCOc1ccc2oc(C(=O)OCC(=O)NC(=O)NC3CCCC3)c(C)c2c1	1%	-1.0%
COc1ccccc1N(CCC#N)C(=O)CSc1nc(-c2ccccc2)cn1N	-12%	-1.1%
Cc1cccc(OCC(=O)Nc2ccc(Br)cc2)c1C	2%	5.1%
Cn1c(=O)c2sccc2n2c(CCCC(=O)NCc3ccc4c(c3)OCO4)nnc12	-2%	/
Cc1ccc(Cn2c(CN3CCOCC3)nc3c2c(=O)[nH]c(=O)n3C)cc1	7%	4.5%
O=C1CN(C(=O)c2cc([N+](=O)[O-])c(N3CCCCC3)c([N+](=O)[O-])c2N2CCCCC2)c2ccccc2N1	0%	-0.8%
Cc1ccc(NC(C(N)=O)c2c(C)[nH]c(=O)[nH]c2=O)cc1 (configuration not stated)	-10%	0.8%
CCC(CO)Nc1cc(N2CCOCC2)ccc1[N+](=O)[O-] (configuration not stated)	-2%	1.1%
CC1CCN(C(=O)CC2C(=O)Nc3c2c(=O)n(C)c(=O)n3Cc2ccccc2)CC1 (configuration not stated)	/	-1.5%
COc1ccc(O)c(C(=O)c2cnc3onc(C(C)C)c3c2)c1	-2%	1.6%
O=C(Nc1ccc(Br)cc1Br)c1ccccc1F	-2%	-2.3%
CCCCCCOC(=O)C(C#N)c1nc2ccccc2nc1N1CCOCC1 (configuration not stated)	0%	58%
CN(CC(=O)Nc1ccc(Cl)cc1)S(=O)(=O)c1cccc2cccnc12	2%	-1.1%
Cc1ccc(C)c(NC(=O)Cc2ccc(Br)cc2)c1	4%	0.0%
C=CCn1c(N)c(C(=O)N2CCOCC2)sc1=S	-5%	-4.0%
Cc1ccc(C(=O)NC(NC(=S)Nc2ccccc2Br)C(Cl)(Cl)Cl)cc1 (configuration not stated)	2%	0.5%
COc1c(Br)cc(Br)cc1C(=O)O	4%	-2.0%
CC(=O)c1cccc(Nc2nc(-c3cccs3)cs2)c1	2%	1.7%
COc1ccccc1/C=C/C=N/NC(=O)c1cc(C)[nH]n1	0%	0.0%
C/C(=C\C(=O)O)CC(=O)O	-5%	0.2%
COc1ccc2cc(C(c3nnnn3C3CCCC3)N3CCc4ccccc4C3)c(=O)[nH]c2c1 (configuration not stated)	6%	-0.7%
COC(=O)c1ccc(C2C(C(=O)Nc3ccc(C)cc3C)=C(C)Nc3ncnn32)cc1 (configuration not stated)	-4%	-4.4%
COc1ccc(OC)c(NC(=O)Cn2c(=O)oc3ccccc32)c1	4%	-1.2%
COCCNC(=O)C(c1ccc(F)cc1)N(CCOC)C(=O)CCC(=O)Nc1nccs1 (configuration not stated)	2%	-4.4%
CC1CCN(Cc2c(C#N)c3ccccc3n2C)CC1	1%	7.1%
O=C1CC(c2ccccc2)CC2=C1C(c1cccc3ccccc13)Nc1ccccc1N2 (configuration not stated)	4%	1.0%
COC(=O)C1C(O)=C(C(C)=NC(C)C)C(=O)CC1(C)C (configuration not stated)	2%	0.5%
N#CSC(C#N)Cc1cccc([N+](=O)[O-])c1 (configuration not stated)	4%	-3.3%
O=C(CCc1n[nH]c(=O)[nH]c1=O)N/N=C/c1ccc([N+](=O)[O-])cc1	4%	0.0%
CCOC(=O)N1CCC(N2C(=O)c3ccc(C(=O)O)cc3C2=O)CC1	13%	0.5%
O=C(O)c1n[nH]c2c1CCCCC2	-9%	3.7%
Cc1cccc(N2C(=O)S/C(=C/c3ccc(N(C)C)cc3)C2=O)c1	-6%	-2.3%
CCOC(=O)C1=C(C)N=c2s/c(=C\c3ccc4c(c3)OCO4)c(=O)n2C1c1ccc(C)cc1 (configuration not stated)	0%	1.3%
COc1ccc(N2CCN(Cc3cc(=O)oc4cc5c(cc34)CCCC5)CC2)cc1	0%	-50%

Entries of single compounds as entered above. Screens in order: MKP-3 inhibition, Hsp70 displacement
Record of N#CSC(C#N)Cc1cccc([N+](=O)[O-])c1 (configuration not stated) = 4%, -3.3%
Record of CC1CCN(Cc2c(C#N)c3ccccc3n2C)CC1 = 1%, 7.1%

Screening results as filed in PubChem BioAssay.

An excerpt. The share of hits here may be higher or lower than overall.
